# S1P4 antagonist – human S1P4 receptor antagonism. O95977. S1P4-expressing cells, antagonist mode, reporter read-out. inhibition, % at 4.98 µM. 220,000 compounds, 0.26% hits. AID 1510; in the data active = inhibition above about 29%;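 note: 0% = wells stimulated with agonist and 100% = vehicle wells without agonist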
# Target sequence (O95977 whole entry, looked up): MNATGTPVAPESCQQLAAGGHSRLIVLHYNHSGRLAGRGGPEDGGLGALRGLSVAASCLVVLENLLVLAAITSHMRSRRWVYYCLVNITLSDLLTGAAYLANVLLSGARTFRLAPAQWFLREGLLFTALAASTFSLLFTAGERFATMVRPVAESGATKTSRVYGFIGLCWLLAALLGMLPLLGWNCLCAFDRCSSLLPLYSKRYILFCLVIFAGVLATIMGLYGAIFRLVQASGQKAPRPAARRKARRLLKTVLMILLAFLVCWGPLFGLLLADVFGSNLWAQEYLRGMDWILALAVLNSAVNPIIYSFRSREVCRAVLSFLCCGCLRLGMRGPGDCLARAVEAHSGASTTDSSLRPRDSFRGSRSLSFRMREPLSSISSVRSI
# BaF3 tox – parental Ba/F3 viability inhibition as JAK2V617F counter-screen. CellTiter-Glo ATP luminescence. inhibition, % at 5.6 µM. 220,000 compounds, 1.1% hits;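 active = inhibition above a per-campaign cutoff, the mean inhibition of all tested compounds plus 3 SD, cut at about 27% in these data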;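 note: 0% = DMSO wells and 100% = JAK Inhibitor I control wells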
# NPY-Y1 antag – blocks the human neuropeptide Y Y1 receptor; AID 1040; HEK293-CNG Y1 cells, membrane potential fluorescence; NPY at EC95, then isoproterenol; 200,000 compounds, 1% hits; inhibition, % at 3.6 µM; P25929;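 active = inhibition above the campaign mean inhibition of all tested compounds plus 3 SD, cut at about 20% in these data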;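 note: 0% = DMSO wells given NPY plus isoproterenol and 100% = isoproterenol alone without NPY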
#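 System: HEK293 cells with Y1 receptor plus CNG channel / Probe or stimulus: NPY 25 nM then isoproterenol 1 µM plus Ro 20-1724 25 µM / Compound: one concentration, 3.6 µM, in 0.4% DMSO / Schedule: compound incubation 1 h at room temperature, readout 45 min post-stimulation / Measured by: membrane potential fluorescence / Read-out: % inhibition of NPY effect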
# Ba/F3 V617F tox – reduce viability of Ba/F3 cells dependent on JAK2V617F | Ba/F3 EpoR-JAK2V617F viability, ATP luminescence | inhibition, % at 5.6 µM | 220,000 compounds, 1.1% hits;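 active = inhibition above the campaign mean plus 3 SD over all tested compounds, cut at about 24% in these data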;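 note: cytokine-independent growth of Ba/F3 cells driven by EpoR plus mutant JAK2; 0% = DMSO-treated cells and 100% = JAK inhibitor I control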
# S1P4 agonist – activates the human S1P4 receptor; 220,000 compounds, 0.35% hits; S1P4-expressing cell line, agonist reporter assay; activation, % at 4.98 µM; in the data active = activation above about 11%;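 note: 0% = DMSO vehicle and 100% = reference agonist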
# NCF1 inh – p47phox (human) inhibition; inhibition, % at 24.7 µM; 220,000 compounds, 0.53% hits; P14598; AID 1274; p47phox/p22phox peptide binding, fluorescence polarization, 2 h;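 active = inhibition above about 30%, limit read from the data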;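 note: 0% = p47phox with labelled peptide and 100% = labelled peptide alone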
# NPY-Y1 PAM-ag – potentiators or agonists of human neuropeptide Y receptor Y1; 220,000 compounds, 0.37% hits; activation, % at 3.6 µM; AID 1304; NPY-Y1 expressing cells, potentiator/agonist activation; in the data active = activation above about 33%, passing the limit was not always enough;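 note: cells stimulated with NPY at EC10 then isoproterenol at EC100; 0% = low agonist plus stimulus and 100% = saturating agonist plus stimulus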
# NPY-Y2 PAM-ag – potentiators or agonists of human neuropeptide Y receptor Y2. 220,000 compounds, 0.45% hits. activation, % at 3.6 µM. cells expressing NPY-Y2, potentiator/agonist read-out. AID 1359; in the data active = activation above about 27%;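 note: cells stimulated with NPY near EC25 plus isoproterenol at EC100; 0% = vehicle plus submaximal agonist and 100% = vehicle plus saturating agonist; some results beyond the cut were filed as inactive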
# Target sequence (P49146 whole entry, looked up): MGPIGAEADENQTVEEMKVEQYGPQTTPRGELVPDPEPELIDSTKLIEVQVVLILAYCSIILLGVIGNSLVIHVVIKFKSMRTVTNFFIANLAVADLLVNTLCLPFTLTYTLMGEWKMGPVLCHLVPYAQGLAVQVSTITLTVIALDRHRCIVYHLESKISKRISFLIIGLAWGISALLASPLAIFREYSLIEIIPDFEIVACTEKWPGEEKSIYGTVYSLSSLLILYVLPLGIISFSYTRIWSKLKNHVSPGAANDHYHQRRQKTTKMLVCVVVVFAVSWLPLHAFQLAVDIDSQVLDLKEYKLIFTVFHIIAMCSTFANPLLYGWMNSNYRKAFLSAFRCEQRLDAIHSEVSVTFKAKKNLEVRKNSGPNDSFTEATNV
# CHOP inh – inhibitors of CHOP induction in ER stress response; 220,000 compounds, 3.8% hits; inhibition, % at 10 µM; CHO-K1 CHOP-promoter luciferase, tunicamycin-induced, 15-18 h;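 active = compounds that reduced the stress-induced luciferase reporter signal by more than about 70% of percent inhibition, limit read from the data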;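 note: 0% = tunicamycin plus vehicle and 100% = wells without tunicamycin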
# Numbers without * were called inactive; x = not tested or not shown; & = joins results of further samples.
SMILES,S1P4 antagonist,BaF3 tox,NPY-Y1 antag,Ba/F3 V617F tox,S1P4 agonist,NCF1 inh,NPY-Y1 PAM-ag,NPY-Y2 PAM-ag,CHOP inh
COc1ccc(CCNC(=O)c2ccc(CS(=O)(=O)c3ccc(Cl)cc3)o2)cc1OC,1,0,1,-3,-0.8,-20,8,21,2
O=C(NCc1ccco1)Nc1ccc(Br)cc1,-13,4,-3,2,-0.1,-8,-14,-4,51
CCC(Oc1nc2ccccc2nc1-c1ccccc1NC(C)=O)C(=O)c1ccccc1 (centres undefined),-17,7,33*,-1,4.0,-17,-24,-8,44
COc1ccc2[nH]c(=O)c(CN(CC3CCCO3)C(=S)Nc3cccc(C)c3)cc2c1 (centres undefined),3,10,5,2,0.8,-11,-5,-9,29
O=C(O)C1CCCCC1C(=O)NCCC(c1ccccc1)c1ccccc1 (centres undefined),1,-1,1,-3,-0.5,-4,16,-5,-16
COc1cc(/C=N/NC(=O)C2C3CCCCC32C)cc(Br)c1O (centres undefined),-6,7,6,0,0.3,-16,-16,-1,-17
S=C(NCCc1ccccc1)N1CCN(Cc2ccc(Cl)c(Cl)c2)CC1,1,9,-3,3,0.5,-5,5,8,52
O=C1NC(=O)C2(COC(c3ccncc3)OC2)S1 (centres undefined),-18,5,2,-1,1.2,-2,-21,1,19
O=C(CSc1nc2ccccc2o1)Nc1cc(C(F)(F)F)ccc1N1CCOCC1,-3,6,6,1,-1.7,-18,-37,-15,66
CC1=CCC2([N+](=O)[O-])CN(CC(=O)O)CC1([N+](=O)[O-])C2 (centres undefined),-7,1,3,-2,1.2,-7,-28,-2,-6
COc1ccc(CSc2nnc(Cc3sc(-c4ccccc4)nc3-c3ccccc3)o2)cc1,-2,1,15,-1,-3.9,-1,-47,-24,35
CCOC(=O)CSc1nnc(-c2ccoc2C)n1-c1ccc(OCC)cc1,-6,-2,-12,-3,1.0,-5,13,7,-15
COc1ccccc1NC(=O)CCc1nc(-c2cccs2)no1,-17,5,6,2,-1.1,-17,-8,-14,14
COc1cccc(OCCSc2nc(N)cc(N)n2)c1,0,4,-7,-5,0.4,-20,15,10,-12
Cc1ccc(C2=Nc3ccccc3N=C(c3ccco3)C2)c(O)c1,-14,2,4,-2,0.3,-6,8,-6,72*
Cc1ccccc1OCc1nc(-c2ccc(Br)o2)no1,-13,9,10,3,2.1,-12,-16,-1,84*
CCOc1ccc(N/C(SCc2cccc([N+](=O)[O-])c2)=C(/C#N)C(N)=O)cc1,11,13,-9,1,-1.1,-6,5,8,62
Cn1cccc1-c1nc2ccc(NC(=O)c3cccs3)cc2[nH]1,-10,6,-6,1,-1.8,-24,-4,-2,12
COCc1cc(C)nc(SCC[N+](C)(C)CC(=O)c2ccc(Br)cc2)c1C#N,-1,6,-5,2,-1.6,0,-32,-2,-8
COCCNC(=O)CC(=O)N/N=C/c1ccc(C(=O)OC)cc1,11,2,-7,-2,0.4,-1,10,-2,-7
CCOC(=O)N1CCC(NS(=O)(=O)c2ccc3c(c2)oc(=O)n3C)CC1,-4,0,-2,-4,2.4,-28,22,21,-24
NC(=S)n1[nH]c(-c2ccc([N+](=O)[O-])cc2)c(N=Nc2cccc(Cl)c2)c1=O,3,1,-7,-4,0.6,7,25,15,83*
O=C(NNc1ccc(F)cc1F)c1c(F)cccc1Cl,3,0,x,0,-0.9,-31,2,-9,5
Cc1n[nH]c(=O)nc1NCCc1ccccc1,-8,5,6,-1,1.6,0,7,-3,8
COCc1nnc(NC(=O)c2ccco2)s1,15,3,3,-4,-1.3,-5,-11,1,-38
SMILES,S1P4 antagonist,BaF3 tox,NPY-Y1 antag,Ba/F3 V617F tox,S1P4 agonist,NCF1 inh,NPY-Y1 PAM-ag,NPY-Y2 PAM-ag,CHOP inh
CCCCOC(=O)C(C)Sc1n[nH]c(=O)[nH]c1=O (centres undefined),-9,0,-2,-4,-1.8,0,5,9,25
C/C(=N\NC(=O)c1ccn(C)n1)c1ccc(NC(=O)C2CCCC2)cc1,3,1,-2,-3,1.5,1,15,16,39
Cc1ccc(O)c(NC(=O)CSc2n[nH]c(C)c2[N+](=O)[O-])c1,-11,3,-1,2,1.3,-12,-20,6,24
NC(=O)c1nsnc1-c1ccccc1O,-4,4,1,0,-1.4,2,14,14,-9
CCC1(c2ccccc2)NC(=S)N(c2ccc(C)cc2)N1 (centres undefined),-4,6,1,2,-0.6,-11,9,7,9
CCCCOc1ccccc1NC(=O)c1ccc(=O)[nH]c1,-13,3,-6,-5,-1.1,-12,-7,3,-25
O=S(=O)(Nc1ccccc1O)c1cccc2cccnc12,-2,6,-1,-2,-0.2,-9,10,9,37
CNCCC=C1c2ccccc2CCc2ccccc21,-15,5,14,-1,10,-4,-18,-12,32&-4
CCOc1ccc(CNC(=S)NCc2ccc(OCC)cc2)cc1,-14,2,8,1,0.9,-11,-13,1,0
COc1cc2c(cc1OC)CN(C(=O)c1ccc3nc[nH]c3c1)CC2,-22,13,0,5,-0.4,-9,12,-2,1
O=C1CCCc2ccccc2N1Cc1ccc(F)cc1,-7,6,-2,0,1.4,-8,2,2,7
Nc1nc(SCC(=O)N2CCOCC2)[nH]c(=O)c1-c1ccccc1,-5,8,1,0,-0.5,4,10,11,17
O=C(CCC(=O)N1CCCC1)Nc1nnc(C(F)(F)F)s1,-1,3,8,4,1.7,-3,0,-13,1
Cc1ccc(-c2nn3nnnc3c3ccccc23)cc1C,-14,-1,0,-3,0.6,-6,11,-2,14
COc1ccc(NC(=O)CN2CCN(C(=O)c3ccco3)CC2)c(OC)c1,-1,2,1,-3,-0.8,-2,14,-1,24
COc1ccc(Nc2nc(C)cc(C)c2C(N)=O)cc1,-2,2,2,-3,2.3,-7,-10,-23,-3
COCCNC(=O)CSc1nc2scc(-c3ccccc3)c2c(=O)[nH]1,-16,1,x,-3,0.7,-31,-7,-15,-6
Cc1ccccc1C(C(=O)NC1CCCCC1)N(C(=O)c1ccccn1)c1cccnc1 (centres undefined),2,6,-1,0,7.2,-3,8,6,16
O=C(CCc1ccccc1)Nc1ccccc1F,-4,0,-4,-3,1.7,-2,-25,5,-37
O=C(NCCc1ccccc1)C1CCN(S(=O)(=O)N2CCC3(CC2)OCCO3)CC1,-3,1,5,0,-1.6,5,-23,-13,24
Cn1c(CSCc2ccccc2Cl)nnc1SCC(=O)Nc1nccs1,-2,7,-6,1,0.2,-18,-21,12,31
COCC(=O)N(c1ccccc1)C(C)C(=O)OC (centres undefined),-37,8,6,4,-0.2,-4,0,4,22
CCOc1ccccc1C(=O)N1CCN(C(c2ccccc2)c2ccccc2)CC1,-5,5,10,-2,-0.3,-14,16,-3,35
CNC(=O)CSc1nnc(-c2cccc(S(=O)(=O)N3CCOCC3)c2)n1-c1ccc(F)cc1,-19,5,-4,-2,-0.5,-1,-4,5,1
COc1ccc(CCNC(=S)Nc2cccc(C)c2C)cc1,-8,-2,3,-2,0.9,-20,-23,-3,18

# In a second layout: entries from further up
# Results follow in this order: S1P4 antagonist | BaF3 tox | NPY-Y1 antag | Ba/F3 V617F tox | S1P4 agonist | NCF1 inh | NPY-Y1 PAM-ag | NPY-Y2 PAM-ag | CHOP inh
- Nc1nc(SCC(=O)N2CCOCC2)[nH]c(=O)c1-c1ccccc1
  -5 | 8 | 1 | 0 | -0.5 | 4 | 10 | 11 | 17
- CCOc1ccccc1C(=O)N1CCN(C(c2ccccc2)c2ccccc2)CC1
  -5 | 5 | 10 | -2 | -0.3 | -14 | 16 | -3 | 35
- O=C(CCC(=O)N1CCCC1)Nc1nnc(C(F)(F)F)s1
  -1 | 3 | 8 | 4 | 1.7 | -3 | 0 | -13 | 1
- COc1ccc(Nc2nc(C)cc(C)c2C(N)=O)cc1
  -2 | 2 | 2 | -3 | 2.3 | -7 | -10 | -23 | -3
- Cc1ccccc1C(C(=O)NC1CCCCC1)N(C(=O)c1ccccn1)c1cccnc1 (centres undefined)
  2 | 6 | -1 | 0 | 7.2 | -3 | 8 | 6 | 16
- Cn1c(CSCc2ccccc2Cl)nnc1SCC(=O)Nc1nccs1
  -2 | 7 | -6 | 1 | 0.2 | -18 | -21 | 12 | 31
- COc1ccc(NC(=O)CN2CCN(C(=O)c3ccco3)CC2)c(OC)c1
  -1 | 2 | 1 | -3 | -0.8 | -2 | 14 | -1 | 24

# The listing continues:
SMILES,S1P4 antagonist,BaF3 tox,NPY-Y1 antag,Ba/F3 V617F tox,S1P4 agonist,NCF1 inh,NPY-Y1 PAM-ag,NPY-Y2 PAM-ag,CHOP inh
OCCn1c(-c2ccccc2)csc1=Nc1ccccc1,-11,8,-3,3,0.2,-3,-32,10,0
COc1ccc(N=CC2=C(O)CC(c3ccccc3)CC2=O)c(OC)c1 (centres undefined),-18,3,0,1,1.4,-124,-25,0,36
COc1ccc(N=C2NC(=O)C(CC(=O)NCCc3ccc(OC)c(OC)c3)S2)cc1 (centres undefined),-10,-3,6,-2,-0.7,-8,-2,-2,8
CC(c1cccs1)N(C)Cc1nc(CCc2ccccc2)no1 (centres undefined),12,1,5,3,-0.9,-2,-5,-3,3
COc1ccc(C(=O)OCC(=O)Nc2cc(S(=O)(=O)N3CCOCC3)ccc2N2CCCC2)cc1,-3,3,-3,2,0.6,3,-10,-19,-3
Fc1ccc(CSc2nnc(-c3cc4c(s3)-c3ccccc3CC4)o2)cc1,-3,2,-4,4,0.2,-1,-20,-5,20
Cc1ccc(N2C(=S)N=C(Nc3ccccc3C)C23CCOC(C)(C)C3)cc1 (centres undefined),-14,5,1,1,-0.7,-13,-36,-1,84*
CN=C(Nc1cccc(Cl)c1)SC1CC(=O)N(c2ccc(OC)cc2)C1=O (centres undefined),-4,6,-7,3,0.0,0,14,17,42
CCN(CCO)C(=O)CC(c1ccccc1)c1cc(Br)ccc1O (centres undefined),-7,1,3,-2,0.2,-7,27,11,10
CC(C)NC(=O)C1COc2ccccc2O1 (centres undefined),-12,7,0,-1,64*,4,12,-6,22
O=C(NCc1cccs1)c1cccnc1Cl,-25,4,0,-3,0.7,-1,-19,-3,20
CCN(CC)C(=O)CN(c1cccc([N+](=O)[O-])c1)S(=O)(=O)c1ccccc1,-5,4,1,1,2.9,5,1,-5,1

# High-throughput results from PubChem BioAssay.
